PKM2 activator – activators of human pyruvate kinase M2 | purified PKM2, Kinase-Glo ATP luminescence, activation; response scale: 0% is enzyme alone, no compound | Potency, µM (highest dose often 57.5 µM), without a hit: at the top dose activation, most hits filed as activators | 260,000 tested, 0.34% active; also: potency is read from the fitted curve at half-maximal effect; % is scaled to controls: 0 for no effect and ±100 for the full control effect; nearly all actives have a fitted effect of over 55% in size
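Purified hPK-M2 (>95% pure) converted ADP (0.1 mM final) to ATP with 0.5 mM PEP in 50 mM imidazole pH7.2, KCl, MgCl2, Tween 20, BSA; 1 h at room temperature. ATP detected by Kinase-Glo luminescence.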
Rab9 promoter act – activators of Rab9 promoter; Huh7 Rab9 promoter-luciferase reporter, luminescence, 24 h; 320,000 tested, 2.8% active; Potency, µM (highest dose often 9.22 µM), for inactives: top-dose activation, negative = inhibition, hits mostly activators; AID 485297; also: potency is read from the fitted curve at half-maximal effect; % of control where 0% means no effect; nearly all actives have a fitted effect of over 60% in size
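Huh7 cells stably carrying Rab9 promoter–luciferase reporter, plated 1500 cells/well, compound added after 2 h and incubated 24 h at 37 °C; luciferase luminescence then read after 10 min with detection reagent.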
FLuc modulator – inhibits or activates purified firefly luciferase, miR-21 counter-screen; P08659; 360,000 tested, 6.9% active; purified FLuc, Km substrates, luminescence inhibition; Potency, µM (doses to about 57.5 µM), inactives show at the top dose activity change, negative = inhibition, usual class: inhibitors; AID 588342;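 also: potency is read from the fitted curve at half-maximal effect; plate controls were vehicle for no effect and reference inhibitor for full effect; nearly all actives have a fitted effect of over 55% in size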
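Purified P. pyralis luciferase (10nM final) with 10uM D-luciferin and 10uM ATP (Km levels) in 50mM Tris acetate pH 7.5, 10mM Mg acetate, 0.01% Tween-20, 0.05% BSA; qHTS 6-point titration, ~60 µM downward; luminescence read.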
Menin MLL FP TR – displaces Texas Red mutant MLL peptide from human menin. 270,000 tested, 0.23% active. Menin + Texas Red MLL mutant peptide, fluorescence polarization. Potency, µM (highest dose often 61.6 µM), for the others: top-dose FP activity change, negative = inhibition, usual class: inhibitors. AID 1768; active = well fitted inhibition curve with a large enough effect in the polarisation, with a control signal flat, not every such curve was filed as active; inconclusive = small, poorly fitted or top-dose-only effect, or effect the other way, or a change in a side signal; inactive = no such curve, though single readings can be large or run the other way; the % refers to the polarisation; also: potency is read from the fitted curve at half-maximal effect; % of control where 0% means no effect; many of its hits are not listed in these tables
Target sequence (O00255 whole entry, looked up): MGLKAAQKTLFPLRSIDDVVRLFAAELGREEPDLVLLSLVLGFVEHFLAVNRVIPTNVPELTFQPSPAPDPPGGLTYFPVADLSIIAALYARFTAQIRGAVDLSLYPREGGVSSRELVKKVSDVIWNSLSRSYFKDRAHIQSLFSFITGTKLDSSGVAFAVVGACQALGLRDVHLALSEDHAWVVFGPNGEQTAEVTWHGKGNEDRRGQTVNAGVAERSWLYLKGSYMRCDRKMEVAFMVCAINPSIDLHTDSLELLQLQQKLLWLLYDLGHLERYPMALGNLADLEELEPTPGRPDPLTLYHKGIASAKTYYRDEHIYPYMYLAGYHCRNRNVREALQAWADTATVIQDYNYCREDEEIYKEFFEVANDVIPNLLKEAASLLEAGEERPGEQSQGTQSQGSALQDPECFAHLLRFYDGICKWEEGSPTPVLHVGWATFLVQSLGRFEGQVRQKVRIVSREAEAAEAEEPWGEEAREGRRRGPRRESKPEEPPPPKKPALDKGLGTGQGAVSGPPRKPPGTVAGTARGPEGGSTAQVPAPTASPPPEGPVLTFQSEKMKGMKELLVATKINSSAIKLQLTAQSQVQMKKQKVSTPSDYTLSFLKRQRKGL
ELG1 DNA repair – blocks ELG1-dependent DNA repair in HEK293T cells; 330,000 tested, 2.3% active; HEK293T ELG1-luciferase reporter, luminescence, 16 h; DNA damage induced by 5-fluorouridine; Potency, µM (doses to about 46.1 µM), for the others: at the highest dose activity change, negative = inhibition, actives largely listed as inhibitors; also: potency is read from the fitted curve at half-maximal effect; % is scaled to controls: 0 for no effect and ±100 for the full control effect; nearly all actives have a fitted effect of over 55% in size
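Step one: seed 2,000 cells per well. Step two: pin-transfer compound or DMSO alongside 5-fluorouridine. Step three: incubate 16 hr, 37 °C, 5% CO2. Step four: add ONE-Glo, wait 30 min, read luminescence.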
KCNH2 3.1 inh – inhibitors of human KCNH2 3.1 potassium channel isoform. AID 720553. U2OS KCNH2 3.1, thallium flux FluxOr; stronger effect = lower value. 340,000 tested, 0.95% active. activity change, % (tested at about 1.8 µM);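 active = maximum activity change below -70%; inconclusive = maximum activity change from -70% to -50%; inactive = maximum activity change above -50%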;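 also: thallium influx rate constant from kinetic fluorescence after stimulation buffer; % is scaled to controls: 0 for no effect and ±100 for the full control effect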
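Channel expression came from 3.1 mutant virus (1.77 x 10^8 /mL) applied to suspended U2OS cells for 4 h. Flux was tracked with FluxOr dye plus Red40 quencher, and kinetic rate constants normalized to controls.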
VP16 counter – inhibits Gal4-VP16 luciferase reporter, ROR gamma counter-screen. Drosophila S2 Gal4-VP16 UAS-luciferase, luminescence, 20 h. Potency, µM (top dose mostly 53.6 µM), for inactives: top-dose activity, negative = inhibition, actives largely listed as inhibitors. 310,000 tested, 3.5% active;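 also: Gal4-VP16 expression switched on by copper sulfate through the metallothionein promoter; potency is read from the fitted curve at half-maximal effect; % is scaled to controls: 0 for no effect and ±100 for the full control effect; nearly all actives have a fitted effect of over 50% in size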
Mito fusion yeast – blocks mitochondrial division or promotes mitochondrial fusion; 320,000 tested, 0.23% active; S. cerevisiae fusion-defective mutant growth rescue, CellTiterGlo 48 h; Potency, µM (top dose mostly 46.1 µM), inactives show at the highest dose growth rescue (activation), actives largely listed as activators;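 also: potency is read from the fitted curve at half-maximal effect; % of control where 0% means no effect; nearly all actives have a fitted effect of over 45% in size; temperature-sensitive fusion mutants such as fzo1-1 at 37 °C on non-fermentable ethanol glycerol medium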
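Read-out: ATP-based luminescence (CellTiterGlo, 10 min ambient) reporting growth of fusion-defective ts yeast after 48 hours at 37C on glycerol/ethanol YPEG medium in the presence of compound.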
MBNL1-CUG inh – blocks human MBNL1 binding to CUG repeat RNA; Q9NR56; TR-FRET MBNL1-His/biotin-(CUG)12 binding, 665/545 ratio; Potency, µM (titrated, usually from 57.5 µM), without a hit: top-dose activity change, negative = inhibition, most hits filed as inhibitors; 280,000 tested, 0.036% active; AID 2675; active = well fitted inhibition curve with a large enough effect in the signal ratio, with a control signal flat, not every such curve was filed as active; inconclusive = small, poorly fitted or top-dose-only effect, or effect the other way, or a change in a side signal; inactive = no such curve, though single readings can be large or run the other way; the % refers to the signal ratio; also: potency is read from the fitted curve at half-maximal effect; % is scaled to controls: 0 for no effect and ±100 for the full control effect
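His-tagged MBNL1 binding to biotinylated (CUG)12 RNA was measured by TR-FRET using terbium anti-His antibody (0.055 ng/ul final) and streptavidin-XL665 (5 nM final). Compounds were titrated 92 nM to 58 uM; 60 min at room temperature.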
RORgamma inh – blocks mouse ROR gamma transcriptional activity | P51450 | Drosophila S2 Gal4-RORgamma UAS-luciferase reporter, 20 h | Potency, µM (series often up to 53.6 µM), for the others: at the highest dose activity change, negative = inhibition, most hits filed as inhibitors | 310,000 tested, 5.4% active; also: potency is read from the fitted curve at half-maximal effect; % is scaled to controls: 0 for no effect and ±100 for the full control effect; nearly all actives have a fitted effect of over 60% in size
Target sequence (P51450 whole entry, looked up, the tested form may be a part): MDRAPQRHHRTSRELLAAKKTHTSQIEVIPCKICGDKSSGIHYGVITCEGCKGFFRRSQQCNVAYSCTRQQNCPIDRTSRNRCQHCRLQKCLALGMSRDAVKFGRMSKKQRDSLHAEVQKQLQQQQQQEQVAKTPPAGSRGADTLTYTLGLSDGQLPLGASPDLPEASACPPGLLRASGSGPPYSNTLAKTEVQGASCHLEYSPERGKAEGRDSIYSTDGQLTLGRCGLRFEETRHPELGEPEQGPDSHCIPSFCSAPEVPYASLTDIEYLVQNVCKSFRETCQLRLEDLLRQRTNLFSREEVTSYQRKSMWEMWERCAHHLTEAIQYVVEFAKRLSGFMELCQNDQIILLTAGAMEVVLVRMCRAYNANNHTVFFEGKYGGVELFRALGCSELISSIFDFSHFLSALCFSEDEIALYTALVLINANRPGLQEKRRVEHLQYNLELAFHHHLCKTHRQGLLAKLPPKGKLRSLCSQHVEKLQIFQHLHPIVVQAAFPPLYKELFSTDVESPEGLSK
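In this cell-based reporter format, copper sulfate (700 uM final) drives Gal4–ROR gamma fusion expression from a metallothionein promoter in Drosophila Schneider cells; compounds preincubated 1 hr, reporter read after 20 hr at ambient temperature.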
NPC1 prom act – activates the NPC1 promoter | Huh7 NPC1 promoter luciferase reporter, 24 h | Potency, µM (doses to about 9.22 µM), without a hit: top-dose activation, usual class: activators | 320,000 tested, 2.4% active;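 also: potency is read from the fitted curve at half-maximal effect; % of control where 0% means no effect; nearly all actives have a fitted effect of over 60% in size; reporter is driven by a mutant NPC1 promoter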
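Luminescence from an NPC1 promoter-driven luciferase reporter in stably transfected Huh7 cells was measured after 24 h compound treatment at 37 °C, followed by 10 min ambient incubation with luciferase detection reagent.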
* marks the source's active call; other numbers are inactive results; ? = inconclusive; . = no result given; & = joins results of further samples; [ ] = dose if it differs, or a comment. Unless noted, calls follow the shape of the dose curve; as a rule, active = well fitted curve in the direction sought with a large enough effect; inconclusive = small, poorly fitted or top-dose-only effect, or another doubt; inactive = no such curve, though single readings can be large; an effect the other way counts as inactive or inconclusive. This is a subset, so the mix of outcomes need not match the whole.

Structure,PKM2 activator,Rab9 promoter act,FLuc modulator,Menin MLL FP TR,ELG1 DNA repair,KCNH2 3.1 inh,VP16 counter,Mito fusion yeast,MBNL1-CUG inh,RORgamma inh,NPC1 prom act
COc1cccc(NC(=O)CNS(=O)(=O)c2ccc(Cl)cc2)c1,-3.4%,-1.8%,1.3%,-0.9%,-12.9%,7.1,-13.8%,-2.4%,3.2%,?,0.5%
O=C(CCNS(=O)(=O)c1ccccc1)Nc1ccccc1,1.2%,1.7%,1.5%,7.3%,-2.8%,-21.5,-9.8%,1.0%,2.8%,4.4%,-4.1%
COc1cccc(CNC(=O)Cn2ncc3c(=O)oc4ccccc4c32)c1,-1.3%,-3.4%,-1.3%&-7.9%,.,20.4%,-0.5,-1.2%,0.9%,4.2%,1.0%,-4.9%
CCNc1nc(Oc2ccc(OC)cc2)cc(C(F)(F)F)n1,1.7%,-1.7%,0.1%,-14.4%,8.0%,-0.9,4.6%,0.2%,2.4%,25.2%,-1.3%
CCn1cc(S(=O)(=O)NCCc2ccc(OC)c(OC)c2)cn1,-0.2%,2.8%,2.7%,4.6%,-5.7%,-11.9,.,0.1%,-0.7%,.,0.2%
O=C(NCCCN1CCOCC1)c1c(O)c2cc(Br)cc(Br)c2[nH]c1=O,-6.9%,1.9%,-0.8%,2.2%,2.5%,-9.1,6.5%,-1.6%,-4.1%,14.8%[10 µM],-1.7%
Nc1c(-c2ccccc2)cnn1-c1cccc(Cl)c1,.,1.41µM*,3.38µM*,0.7%,?,6.3,-4.7%,6.4%,-1.3%,19.1%,1.12µM*
CCOC(=O)C1CCN(C(=O)Nc2ccc3nc(C)c(C)nc3c2)CC1,-2.7%,-5.3%,2.0%,-10.4%,?,1.0,-8.3%[0.365 µM],-1.9%,17.7%,2.5%,-3.0%
COC(=O)c1sccc1NC(=O)Cc1ccc(OC)c(OC)c1,3.0%,2.2%,1.5%,-5.4%,-14.6%,-5.3,?,3.9%,.,?,0.2%
CC(C)Cn1c(N)c(C(=O)CSc2nnnn2C)c(=O)n(C)c1=O,-0.7%,17.3%,4.5%,0.5%,-4.9%,-14.1,-2.2%,-2.3%,-8.2%,-4.9%,0.3%
COc1ccc(-c2c(-c3cc(OC)cc(OC)c3)n(C)c3ccc(-c4ccc(SC)cc4)cc23)cc1,.,-0.7%,?,.,?,-0.5,.,-4.0%,.,.,5.6%
CCN(C(=O)COc1ccc(C(=O)c2ccccc2)cc1)c1ccccc1,0.0%,-1.8%,-0.2%,?,?,0.2,0.2%,-1.3%,7.5%,?,1.6%
C=CCN(CC=C)C(=O)CN1C(=O)NC(c2ccccc2)(c2ccccc2)C1=O,.,4.0%,1.9%,.,-6.2%,4.3,3.7%,-32.1%,-1.1%,1.6%,-0.6%
COC(=O)Cc1cc(=O)[nH]c(/N=C(\N)Nc2ccccc2C)n1,1.3%,-5.6%,2.7%,-14.3%,23.3%,3.4,-4.0%,-4.9%,-13.9%,37.7%,1.9%
Cc1cc(C)n(C(=O)c2cc3c(s2)CCCC3)n1,?,7.8%,23.9µM*,27.6%,?,14.7,3.9%,0.3%,5.1%,21.8%,18.2%
CCOC(=O)C1(CCOc2ccccc2)CCN(Cc2cccc(-n3cccn3)c2)CC1,1.0%,-28.2%,-1.0%,-21.6%,?,-98.4*,-14.2%,-2.5%,4.7%,39.7%,-6.4%
Cc1ccc(C)c(NC(=O)c2nnn(Cc3ccccc3C)c2N)c1,-1.6%,-3.3%,-11.0%,?,-4.6%,-10.6,-7.5%,2.8%,4.8%,40.8%,-3.1%
COc1ccc(CCNC(=S)N2CCN(S(=O)(=O)c3cccc(F)c3)CC2)cc1,.,-2.3%,-1.0%,.,0.0%,7.5,.,2.6%,.,.,-2.8%
CC(C)(C)NC(=O)CN(C(=O)CS(=O)CC(=O)Nc1ccc(F)cc1)c1ccc(F)c(Cl)c1 (stereo not given),0.4%,-1.2%,-2.5%,13.1%,0.5%,4.4,-4.3%,-1.1%,10.1%,35.4%,1.1%
O=C(Nc1ccnc(-c2cccnc2)n1)c1ccc(Cl)c(Cl)c1,-0.9%,1.9%,8.9%,5.0%,?,5.0,-1.1%,-1.3%,0.2%,-0.7%,-0.1%
COc1ccc(OC)c(NC(=O)c2csc(Cl)c2OC)c1,.,-2.1%,15.1µM*,33.6%[activator],5.1%,2.3,26.7%,10µM*,-1.7%,14.2%,1.9%
Cc1nnc(C)c2c(C)n(-c3ccc4ncccc4c3)c(C)c12,0.3%,-4.5%,-11.6%,-20.0%,-6.0%,-22.7,4.1%,2.6%,17.1%,-1.8%,-1.0%
Cc1ccc(C(=O)c2cn[nH]c2-c2cc(Cl)ccc2O)cc1,-17.1%,4.2%,-8.7%,?,3.6%,1.9,-20.3%,24.1%,-12.3%,18.2%,-0.3%
COc1ccc(N2CCN(C(=O)CCCN3C(=O)c4cccc5cccc(c45)C3=O)CC2)cc1,6.9%,3.6%,-4.5%,?,10.3µM*,25.4,-7.9%,1.3%,?,-1.9%,0.0%
Cc1ccc(C)c(NC(=O)c2cc(C)nc3ccccc23)c1,-0.8%,0.1%,-2.5%,-12.2%,-8.9%,11.3,5.0%,2.7%,-4.9%,0.9%[1.91 µM],-0.3%
Cc1ccc(C(=O)Nc2ccncc2)o1,-20.1%,1.7%,-1.7%,3.0%,-5.5%,-2.1,7.6%,-0.5%,-1.7%,-12.0%,1.2%
O=C(Nc1ccccc1C(F)(F)F)N1CCN(c2ccc3nncn3n2)CC1,-1.1%,-3.0%,3.3%,-9.6%,0.0%,-4.7,-2.8%[0.365 µM],-1.7%,-12.0%,-18.8%,-2.6%
CC(C)(C)C(=O)c1no[n+]([O-])c1/C(=N/O)C(C)(C)C,-9.2%,-3.1%,-0.3%,0.2%,?,4.2,?,4.0%,-13.0%,8.5%[10 µM],8.3%
COc1cccc(NC(=O)COC(=O)Cn2c(C)csc2=O)c1,.,8.9%,-12.0%,.,2.7%,0.0,.,-0.3%,.,.,0.6%
CCCC(=O)Nc1ccc(NC(=O)c2ccccc2F)cn1,-3.7%,?,?,16.1%,?,-8.7,6.1%,-2.0%,-5.2%,?,?
COc1ccccc1CNC(=O)CN1C(=O)CSc2ccc(S(=O)(=O)N3CCCC3)cc21,-1.1%,4.5%,-2.7%&5.2%,-18.3%,16.5%,-0.6,4.3%,-0.7%,1.0%,-11.5%,1.5%
Cc1ccc(SCCNC(=O)c2cccc([N+](=O)[O-])c2C)cc1,-5.7%,-4.5%,0.0%,11.0%,?,-20.0,-0.3%,3.9%,8.3%,?,-5.4%
COc1cccc(-n2c(CN3CCN(c4ccccc4)CC3)nc3ccc([N+](=O)[O-])cc3c2=O)c1,3.5%,-1.6%,-0.8%,18.5%,18.4µM*,-28.0,-7.4%,4.2%,.,-6.3%[10 µM],0.1%
CC(C)c1cc(N2CCN(C(=O)c3ccco3)CC2)n2c(nc3ccccc32)c1C#N,13.5%,-5.0%,3.7%,-12.4%,-19.2%,3.0,2.7%,-0.3%,5.2%,-27.4%,-4.4%
Cn1c(COc2ccccc2O)[n+](C)c2ccccc21,.,-2.1%,-1.8%,8.5%,2.4%,7.5,-1.0%,-1.2%,-1.0%,-0.2%,-3.5%
Cc1cccc(NC(=O)c2ccccc2OCC(=O)N2CCOCC2)c1C,2.7%,-5.3%,4.8%,2.4%,2.1%,-6.2,3.1%,2.7%,-0.4%,34.8%,1.2%
N#Cc1nc(-c2cccc3ccccc23)oc1NCCN1CCCCC1,-0.5%,-0.3%,?,.,?,-9.4,-6.1%,0.3%,?,5.1%,-5.0%
O=C(C1=COCCO1)N1CCN(c2nc3ccc([N+](=O)[O-])cc3s2)CC1,.,-7.5%,2.8%,.,11.2%,-6.0,.,-2.2%,.,.,-5.4%
Cc1ccc(OCC(=O)Oc2c(C)cccc2C)cc1,-1.1%,-1.5%,-1.2%,1.2%,-5.4%,-3.5,3.3%,0.3%,-1.2%,-7.2%,0.6%

Screening results (PubChem)
